Bioassay records deposited in PubChem by National Center for Advancing Translational Sciences (NCATS).
KDM5B inh: inhibitors of human KDM5B histone demethylase | hit rate 2.6% among 220,000 | Q9UGL1 | Potency, µM (doses to about 57.7 µM), inactives show at the highest dose activity change, negative = inhibition, actives largely listed as inhibitors | KDM5B demethylase, FDH-coupled NADH fluorescence (FDH is formaldehyde dehydrogenase) | AID 1347165; active = well fitted inhibition curve with a large enough effect; inconclusive = small, poorly fitted or top-dose-only effect; inactive = no such curve, though single readings can be large or run the other way; also: 0% is about no effect; nearly all actives have a fitted effect of over 70% in size
Target sequence (Q9UGL1 whole entry, looked up): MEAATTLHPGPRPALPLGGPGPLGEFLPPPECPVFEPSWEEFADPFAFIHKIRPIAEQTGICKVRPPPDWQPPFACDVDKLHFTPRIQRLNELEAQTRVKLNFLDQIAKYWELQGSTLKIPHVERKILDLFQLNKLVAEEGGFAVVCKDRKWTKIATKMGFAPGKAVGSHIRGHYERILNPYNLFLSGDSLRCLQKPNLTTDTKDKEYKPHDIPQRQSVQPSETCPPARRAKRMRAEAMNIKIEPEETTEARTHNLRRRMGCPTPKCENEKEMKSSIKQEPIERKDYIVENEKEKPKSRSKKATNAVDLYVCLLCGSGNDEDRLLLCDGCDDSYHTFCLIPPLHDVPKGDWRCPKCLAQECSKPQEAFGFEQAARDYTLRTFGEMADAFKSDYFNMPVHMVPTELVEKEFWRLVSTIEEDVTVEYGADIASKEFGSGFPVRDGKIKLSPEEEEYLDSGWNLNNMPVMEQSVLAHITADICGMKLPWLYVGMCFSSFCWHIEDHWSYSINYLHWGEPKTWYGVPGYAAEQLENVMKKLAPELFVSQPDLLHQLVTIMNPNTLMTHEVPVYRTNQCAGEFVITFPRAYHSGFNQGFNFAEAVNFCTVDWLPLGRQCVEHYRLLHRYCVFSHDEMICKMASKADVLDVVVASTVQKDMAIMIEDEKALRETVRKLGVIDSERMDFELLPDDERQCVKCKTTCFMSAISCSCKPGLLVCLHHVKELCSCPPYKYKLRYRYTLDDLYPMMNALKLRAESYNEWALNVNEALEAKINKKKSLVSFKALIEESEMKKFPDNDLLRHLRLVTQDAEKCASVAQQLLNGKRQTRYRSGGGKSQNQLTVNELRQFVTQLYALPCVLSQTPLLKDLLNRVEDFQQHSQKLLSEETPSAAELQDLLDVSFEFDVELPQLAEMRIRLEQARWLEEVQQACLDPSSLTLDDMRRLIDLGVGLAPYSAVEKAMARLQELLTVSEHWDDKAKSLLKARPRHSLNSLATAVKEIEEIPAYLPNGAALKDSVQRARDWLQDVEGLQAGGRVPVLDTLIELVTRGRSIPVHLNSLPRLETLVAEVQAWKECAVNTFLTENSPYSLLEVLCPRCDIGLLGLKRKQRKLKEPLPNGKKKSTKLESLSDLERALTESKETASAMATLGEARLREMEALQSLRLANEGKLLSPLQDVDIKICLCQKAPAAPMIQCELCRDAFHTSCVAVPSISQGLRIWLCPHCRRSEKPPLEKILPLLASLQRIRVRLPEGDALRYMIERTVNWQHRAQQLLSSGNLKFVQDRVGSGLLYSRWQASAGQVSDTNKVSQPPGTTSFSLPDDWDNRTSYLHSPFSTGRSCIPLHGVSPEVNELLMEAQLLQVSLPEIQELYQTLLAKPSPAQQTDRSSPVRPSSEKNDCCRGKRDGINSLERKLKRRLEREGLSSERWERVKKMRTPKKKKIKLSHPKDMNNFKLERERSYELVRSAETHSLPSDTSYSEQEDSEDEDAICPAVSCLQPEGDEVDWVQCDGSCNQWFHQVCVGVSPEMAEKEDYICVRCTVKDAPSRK
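Measured: NADH fluorescence change, 30 min, RT. System: KDM5BΔAP 200 nM final, H3K4me3 peptide, α-KG, Fe(II), ascorbate, NAD⁺ plus FDH, pH 7.5 HEPES. Compounds: titrated, 10 min pre-incubation with enzyme.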
Numbers without * were called inactive; i = inactive; ? = inconclusive; & = joins results of further samples; [ ] = another dose, or the depositor's remark. Potency is read from the fitted curve at half-maximal effect.

SMILES	KDM5B inh
CC(=O)N1CCC(=NNc2ccc(S(N)(=O)=O)cc2[N+](=O)[O-])CC1	13%
Fc1ccc(-n2ncc3c(N4CCN(c5ccccc5F)CC4)ncnc32)cc1	-23%
N#C/C(=C\c1cccn1-c1ccccc1)C(=O)N1CCOCC1	7%
COc1ccccc1N1CCN(c2ncnc3c2c(-c2ccccc2)cn3-c2cccc(C)c2)CC1	24%
CCN(CC)CCCOc1ccccc1-c1ccccc1	?
Cc1ccc(CNC(=O)Cn2nc(C)n3cccc3c2=O)cc1	-7%
O=C(Nc1cccc2ccccc12)O[C@@H]1CO[C@H]2[C@@H]1OC[C@@H]2Nc1nccc(-c2cccc(F)c2)n1	-29%
CCc1nnc(SCC(=O)Nc2ccc(Cl)cc2Cl)n1-n1cccc1	15%
Cc1ccc(Cn2c(C3CCN(C(=O)c4cccc(C)c4)CC3)n[nH]c2=O)cc1	32%
CCOc1ccc(NC(=O)COc2ccccc2C)c2cccnc12	-21%
Cc1ncc(-c2ccc(C)c(S(=O)(=O)N3CCN(c4cccc(C(F)(F)F)c4)CC3)c2)o1	5%
CC1(C)C(=O)N(CC2CCOCC2)[C@H]2CN(Cc3cccc(OC(F)(F)F)c3)C[C@H]2[S+]1(=O)[O-]	-20%
O=C1N(C2CCCCC2)C[C@H]2CN(Cc3cccc(OC(F)(F)F)c3)CCN12	-3%[86.2 µM]
O=C(Cc1ccc(N(Cc2ccc(F)cc2)C(=O)c2ccco2)cc1)Nc1ccc(F)cc1	-14%
Cc1ccccc1Nc1nc(NC2CCCC2)nc2c1cnn2C	-1%
COC[C@@H]1[C@H](C(=O)NCCCc2ccccc2)CCC(=O)N1C	-22%
CC(c1ccc(S(C)(=O)=O)cc1)N(C)S(=O)(=O)c1ccc(Cl)c(Cl)c1 (configuration not stated)	10%
CN(c1ccccc1)S(=O)(=O)c1cccc(NC(=O)COC(=O)c2cc(=O)c3ccccc3o2)c1	-25%
Cn1cc(C(=O)N/N=C/c2ccc([N+](=O)[O-])cc2)c2ccccc21	3%
CCOCCn1cc(C2CCN(S(=O)(=O)c3ccc(CC)cc3)CC2)c2ccccc21	?
COc1ccc(-c2cnc(NC(=O)NCCc3ccccc3)n2C)cc1	4%
COc1ccc(CNCCN2CCCC2)cc1	65%[activator][149 µM]
O=C(Cc1ccccc1F)N1CCC2(CC1)CN(c1ccncn1)CC2CO (configuration not stated)	33%
COc1cc(OC)c(NC(=O)c2ccc(-n3cnc4cccnc43)cc2)cc1Cl	-6%
CCN(CCNC(=O)C1Cn2cccc2C(=O)N1C)Cc1ccccc1 (configuration not stated)	-23%
CC(=O)CC(=O)Nc1ccccc1C#N	6%
CCc1ccc(NC(=O)Cn2c(=O)n(Cc3ccco3)c(=O)c3oc4ccccc4c32)cc1	-10%
Cc1ccccc1-c1cnc2[nH]cc(CC(=O)Nc3ccccc3)c2c1	35µM*
COc1ccc(C2Cn3nnc(C(=O)N4CCC(C(N)=O)CC4)c3CO2)cc1 (configuration not stated)	-9%
CCCCCCn1nc(C(=O)Nc2cccc(S(=O)(=O)N3CCOCC3)c2)c2ccccc2c1=O	?

Part of the list above in order of SMILES length, lowest first.
SMILES	KDM5B inh
COc1ccc(CNCCN2CCCC2)cc1	65%[activator][149 µM]
CC(=O)CC(=O)Nc1ccccc1C#N	6%
Cc1ccccc1Nc1nc(NC2CCCC2)nc2c1cnn2C	-1%
COc1ccc(-c2cnc(NC(=O)NCCc3ccccc3)n2C)cc1	4%
Cc1ccccc1-c1cnc2[nH]cc(CC(=O)Nc3ccccc3)c2c1	35µM*
COC[C@@H]1[C@H](C(=O)NCCCc2ccccc2)CCC(=O)N1C	-22%
COc1cc(OC)c(NC(=O)c2ccc(-n3cnc4cccnc43)cc2)cc1Cl	-6%
Cn1cc(C(=O)N/N=C/c2ccc([N+](=O)[O-])cc2)c2ccccc21	3%
CCOCCn1cc(C2CCN(S(=O)(=O)c3ccc(CC)cc3)CC2)c2ccccc21	?
CC(c1ccc(S(C)(=O)=O)cc1)N(C)S(=O)(=O)c1ccc(Cl)c(Cl)c1 (configuration not stated)	10%
O=C(Cc1ccc(N(Cc2ccc(F)cc2)C(=O)c2ccco2)cc1)Nc1ccc(F)cc1	-14%
CCc1ccc(NC(=O)Cn2c(=O)n(Cc3ccco3)c(=O)c3oc4ccccc4c32)cc1	-10%
CCCCCCn1nc(C(=O)Nc2cccc(S(=O)(=O)N3CCOCC3)c2)c2ccccc2c1=O	?
CN(c1ccccc1)S(=O)(=O)c1cccc(NC(=O)COC(=O)c2cc(=O)c3ccccc3o2)c1	-25%
CC1(C)C(=O)N(CC2CCOCC2)[C@H]2CN(Cc3cccc(OC(F)(F)F)c3)C[C@H]2[S+]1(=O)[O-]	-20%

Later entries.
SMILES	KDM5B inh
CCCCCCc1ccc(C(=O)NNC(=O)c2ccccc2Cl)cc1	25%
COc1ccc(CN(C(=O)c2ccco2)c2ccc(CC(=O)NCc3ccc(F)cc3)cc2)cc1	?
Cc1cn2c(=O)c(S(=O)(=O)NCc3ccc(F)cc3)c(C)nc2s1	?
COc1cc(NC(=O)C(CCS(C)(=O)=O)N2Cc3ccccc3C2=O)cc(OC)c1OC (configuration not stated)	-13%
CCOC(=O)c1c(C)[nH]c(CCC(=O)Nc2ccc(Cl)cc2C)c1C	-22%
CCOC(=O)CSc1cc(-c2ccccc2)nc2ncnn12	18%
CC1CC(C)CN(CCCNS(=O)(=O)c2cc(Br)cc3c2N(C(=O)C2CC2)CC3)C1 (configuration not stated)	-2%
CCOCc1nc(C2CCCN(C(=O)c3ccc(C)c(F)c3)C2)no1 (configuration not stated)	-15%
COc1cccc(CNC(=O)CCn2c(=O)c3cccn3c3cccnc32)c1OC	?
CCCNC(=O)NC(=O)CN1CCCCC1	10%
CSCCC(=O)N[C@H]1CN(c2cc(C3CC3)ncn2)C[C@@H]1C1CC1	-10%
CCC(C(=O)Nc1ccc2c(c1)CN(Cc1ccccc1Cl)C(=O)C(C)O2)c1ccccc1 (configuration not stated)	-21%
CN1CC2(CCN(Cc3cn(C)c4ccccc34)CC2)CC1C(=O)N1CCOCC1 (configuration not stated)	?
CN1CCCN(S(=O)(=O)c2cccc(Cl)c2)c2ccccc21	?
Cc1cc(C(=O)N2CCC3(CC2)CC(c2ccccc2)C(=O)N(C)C3)n[nH]1 (configuration not stated)	28%
COc1ccc(C(CC(=O)Nc2cccc(F)c2)N2Cc3ccccc3C2=O)cc1OC (configuration not stated)	-11%
Clc1ccc(Cn2c(CN3CCOCC3)nc3ccccc32)c(Cl)c1	9%
O=C1NC(=NC2CCCCC2)C2(CCCN(Cc3cccnc3)C2)N1c1cc(F)cc(F)c1 (configuration not stated)	29%[115 µM]
CC(O)c1ccc(-c2ccc(CNCc3ccc(F)cc3)o2)cc1 (configuration not stated)	75%[activator]
Cc1cc2oc(C(=O)N3CCOC34CCN(C)CC4)cc(=O)c2cc1C	-9%
CCN(c1cccc(C)c1)S(=O)(=O)c1ccc2c(c1)NC(=O)CCS2	-17%
COc1ccccc1NC(=O)N1CCc2cc(OC)c(OC)cc2C1CNC(=O)C1CCCC1 (configuration not stated)	14%
N#Cc1c(F)cccc1NCC12CC3CC(CC(C3)C1)C2	2%
Cc1ccccc1NC(=O)Cn1c(=O)n(CCCCCC(=O)NCc2ccccc2Cl)c(=O)c2sccc21	-31%
CN(Cc1ccccc1)c1ncc2c(n1)CC(C)(C)CC2NC1CCOCC1 (configuration not stated)	?
Cc1nc(-c2ccc(F)cc2)n(Cc2cccc(C#N)c2)c(=O)c1CCO	-6%
Cc1nnc(SCc2c(C(=O)NC(C)C)oc3ccccc23)s1	28%
CNC(=O)COC(=O)c1cc(-c2ccc(C)o2)nc2ccccc12	?
CN(C)C(=O)c1nc(-c2cccc(C(F)(F)F)c2)c2cnccn12	7.9µM*
CC(C)NC[C@H]1O[C@@H](CO)[C@@H](O)[C@H]1N1CCOCC1	?
CCOc1ccccc1CN(C)C1CCc2nn(CC3CC3)c(=O)n2CC1 (configuration not stated)	-27%
C#CCNC(=O)c1ccccc1NC(=O)c1cccc2cccnc12	1%
CN(Cc1cccc(C(F)(F)F)c1)C(=O)C1CCCC1	-15%[86.2 µM]
Cc1cc(C[n+]2ccsc2N)c2ncccc2c1	30%
CCC(C)NC(=O)Cn1ncc2c([nH]c3ccc(C)cc32)c1=O (configuration not stated)	-2%
Cc1ccc(C(=O)N2CCC3(CC2)NCCc2c3[nH]c3ccccc23)cn1	?
CC(=O)c1sc(NC(=O)c2nn(CC(C)C)c(=O)c3ccccc23)nc1C	-5%
Cn1c(Cn2ccnc2)nnc1C1CC(NC(=O)c2ccc(CO)o2)C1 (configuration not stated)	19%
COC(=O)c1ccc(CNC(=O)C2Cc3ccccc3O2)cc1 (configuration not stated)	9%
CCN(CC)Cc1cnc2c(C(=O)Nc3ccc(OC)cc3)cnn2c1	-13%
COc1ccc(F)cc1C1=NN(C(C)=O)C(c2ccc3nccnc3c2)C1 (configuration not stated)	-2%
CC(C)CN(CC(C)C)S(=O)(=O)c1ccc(C(=O)Nc2sc3c(c2C(N)=O)CC(C)(C)NC3(C)C)cc1	-22%
Cc1cc(NC(=O)CSc2nnnn2-c2ccc(C)c(Cl)c2)no1	15%
Cc1nc(-c2ccccc2)sc1-c1ccc(SCC(=O)NCc2ccccc2Cl)nn1	-5%
COc1ccc(CNc2nc3c(-c4cccc(F)c4)nnn3c3ccccc23)cc1	?
O=C1CCN(C(=O)[C@@H]2CCCN2C(=O)c2ccoc2)CCCCCCN1	18%
COCCCNC(=O)c1nc(-c2ccc3[nH]ccc3c2)no1	20%
Cc1cccc(-c2cc(C(=O)NCc3ccncc3)c3ccccc3n2)c1	?
O=C([C@@H]1C[C@H](Oc2ccccc2)CN1C(=O)NC1CCCCC1)N1CCOCC1	-15%
CC(C)Cn1c(NCCN(C)C)nc2c1c(=O)[nH]c(=O)n2C	-7%
Cc1ccc(Cl)cc1-n1nc(-c2c(C)nc3scc(CC(=O)N4CCOCC4)n3c2=O)cc1C	28µM*
COc1ccc(CN2CCCCC23Cc2ccccc2CN(C(=O)CCC(=O)O)C3)cc1 (configuration not stated)	20%[115 µM]
CC(C)CNC(=O)c1ccc(-c2nnc3ccc(NC(=O)C4CC4)cn23)cc1	14µM*
CCOc1ccc(C(C)=O)cc1COc1ccccc1C#N	1%
CN(C)CCNC(=O)c1ccc2c(c1)C1(CCN(CC3CC3)C1)CN2Cc1ccccc1 (configuration not stated)	35µM*
COc1ccc(Cl)cc1C(=O)Nc1ccc2oc(-c3ccc(C(C)(C)C)cc3)nc2c1	-24%
COc1cccc(/C=N/NC(=O)c2ccc3nc[nH]c3c2)c1	13%
COc1ccc(OC)c(CNc2sc3c(c2C(=O)Nc2cc(OC)ccc2OC)CCCC3)c1	?
COC(=O)[C@H]1CCCN1C(=O)[C@@H]1[C@@H](NC(=O)Nc2ccc(F)cc2F)CCN1C(=O)c1cccn1C	39%[activator]
CCC(C)c1ccc(OCC(=O)Nc2ccc(-c3nc4ncccc4o3)cc2)cc1 (configuration not stated)	i

(listing goes on)
SMILES	KDM5B inh
Cn1cnnc1CC1CCN(C(=O)Cc2ccccc2)CC1	-13%
NC(=O)c1nn(CC(=O)Nc2ccccc2OC(F)F)c(=O)c2ccccc12	11%
COc1ccccc1N1CCN(C(=O)c2cnn(-c3ccc(C)c(C)c3)c2C2CCN(C(=O)OC(C)(C)C)CC2)CC1	-24%
COc1ccccc1-c1cn2c(n1)CO[C@@H](CNC(=O)Nc1ccc(F)cc1)C2	-8%[86.2 µM]
Cc1ccc(Cl)c(NC(=O)Nc2csc3c2CCCC3)c1	-28%
Cc1cc(F)ccc1C(=O)N1C[C@@H](CN2CCCCC2)[C@@H](CO)C1	0%
O=C([C@H]1C[C@H](Oc2ccccc2)CN1C(=O)NC1CCCCC1)N1CCOCC1	-3%
O=C(O)c1cc(Br)cc(S(=O)(=O)NCC2CCCO2)c1 (configuration not stated)	20%
Cc1ccccc1CN1C[C@H](O)C[C@H]1c1nc(-c2ccncc2)no1	10%[86.2 µM]
Cc1cc2oc(=O)cc(CSc3nncn3C)c2cc1C	9%
O=S(=O)(c1ccc(C(F)(F)F)cc1)N1CCCC1c1nncn1Cc1ccncc1 (configuration not stated)	26%
Cc1nc(N(C)C)ncc1C(=O)N1CCN(c2ccccc2C#N)CC1	28µM*
COc1ccc(OC)c(NC(=O)CN2C(=O)C(c3ccccc3)=NC23CCCC3)c1	9%
O=C(C1CCOCC1)N1CCCC1c1nc(C2CCOCC2)no1 (configuration not stated)	-2%
CC(Sc1nc(CN2CCOCC2)nc2ccccc12)c1ccccc1Cl (configuration not stated)	-5%
N[C@H](C(=O)N1CCC2(CC1)C(=O)NCN2C(=O)c1ccc(Cl)cc1)c1ccccc1	-9%[115 µM]
O=C(Nc1ccc(F)c(F)c1)C1CCN(C(=O)c2ncn3c2COC(c2ccccc2)C3)CC1 (configuration not stated)	-3%
COCCCNC(=O)CCC(=O)N1Cc2ccccc2Oc2ncccc21	1%
CCn1cc(CN(C)C(=O)c2cc3cc(Br)ccc3oc2=O)c(C)n1	0%
Cn1ccnc1C(=O)N1CCCC1c1nc(CCOCC2CCCC2)no1 (configuration not stated)	11%
Cc1ncsc1CCC(=O)N1CCN(CCCOc2ccc(F)cc2)CC1	22%
COc1ccc(CCN2CNc3c(c(=O)[nH]c(=O)n3-c3cccc(Cl)c3C)C2)cc1OC	9%
CC(=O)c1cccc(NC(=O)c2oc(=O)c3ccccc3c2-c2ccccc2)c1	-30%
CCCN(C(=O)Cn1nc(Cc2ccncc2)c2ccccc2c1=O)c1ccccc1C	20%&-17%
Cc1ccc(S(=O)(=O)N2CCN(C(=O)COc3cccc(-n4cnnn4)c3)CC2)c(C)c1	12%
CN(C)C(=S)Nc1cccc(F)c1	-4%

Quoted at random: two compounds from above
SMILES	KDM5B inh
CSCCC(=O)N[C@H]1CN(c2cc(C3CC3)ncn2)C[C@@H]1C1CC1	-10%
Cc1cc(C[n+]2ccsc2N)c2ncccc2c1	30%

An excerpt; the hit share may differ from the screen's.
